Rpn11 block: Rpn11 (human) deubiquitinase inhibition. O00487. hit rate 0.59% among 360,000. calls only at 20 µM. human 26S proteasome, Ub4-pepOG fluorescence polarization; 20S core pre-blocked with epoxomicin;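 active = inhibition at 20 µM, scaled to each plate's controls, above about 33%, limit read from the data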
Rin1 Abl inh: human Rin1-Abl interaction inhibition. TR-FRET Rin1/Abl binding, biochemical. inhibition, % at 7.35 µM. hit rate 0.4% among 360,000; in the data active = inhibition above about 5%, passing the limit was not always enough
STEP inh: blocks human striatal-enriched tyrosine phosphatase. P54829. recombinant STEP, OMFP fluorogenic substrate, fluorescence. inhibition, % at 20 µM. hit rate 0.25% among 360,000. AID 588621;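 active = inhibition at 20 µM, scaled per plate between control wells, above about 37%, limit read from the data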;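 note: 0% = DMSO with enzyme and substrate and 100% = substrate only without enzyme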
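Measure: Control-normalized % inhibition with plate pattern correction | Test system: STEP phosphatase, cell-free reaction | Medium: pH 6.0 Bis-Tris with DTT and Tween 20 | Technique: Fluorescence, 480/540 nm | Times: Reaction 20 min, ambient temperature | Doses: Single compound dose of 20 µM, 1% DMSO final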
Scp-1 inhibitor: Scp-1 (human) phosphatase inhibition. Q9GZU7. Recombinant Scp1, phosphopeptide, malachite green phosphate absorbance. inhibition, % at 20 µM. hit rate 0.88% among 340,000;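 active = inhibition above about 50% at 20 µM, limit read from the data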;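 note: plate controls were DMSO wells with enzyme for no effect and wells lacking enzyme for full effect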
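Material – SCP-1 phosphatase catalytic domain, residues 76-261 · Buffer or medium – Acidic Tris acetate buffer with magnesium and detergent · Also added – Phospho 17-mer peptide substrate · Compound – single 20 µM dose, 1% DMSO · Times – 45 min room-temperature reaction, 5 min colour, 30 min stabiliser · Technique – Phosphate-binding colour reagent, absorbance read at 630 nm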
CSN inh: blocks human CSN-mediated cullin deneddylation | Purified CSN, SCF-Nedd8-OG deneddylation, fluorescence polarization | inhibition, % at 12.5 µM | hit rate 0.38% among 360,000;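 active = pattern-corrected inhibition above about 35%, with an unprinted fluorescence ratio check between 0.5 and 1.5, limit read from the data, passing the limit was not always enough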;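 note: 0% = enzyme with substrate and 100% = substrate without enzyme; some results filed as inactive read as strong as hits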
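Material: purified human Csn5 enzyme expressed in HEK293T cells / Medium: Tris buffer pH 7.5, NaCl, DTT, Tween-20, trehalose, ovalbumin / Compound dosing: 12.5 µM single point / Schedule: 90 min incubation of compound, enzyme and substrate at room temperature / Signal: fluorescence polarization of the substrate / Control set: no-enzyme wells high, enzyme-with-substrate wells low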
DNMT1 block: DNMT1 (human) enzyme inhibition. DNMT1 molecular beacon, Hinp1I cleavage, fluorescence. inhibition (reported as % activation of signal), % at 10 µM. hit rate 0.83% among 360,000. P26358; in the data active = inhibition above about 50%
Neddyl block: cullin neddylation inhibition; TR-FRET cullin neddylation, biochemical; calls only at 25 µM; hit rate 0.58% among 360,000; AID 651699; in the data active = inhibition above about 36%
LMPTP inh: LMPTP (human) inhibition | inhibition, % at 20 µM | P24666 | hit rate 0.22% among 360,000 | recombinant LMPTP-A, OMFP fluorogenic substrate, fluorescence intensity;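 active = compounds that cut the enzyme signal by at least half of the control window in the single-dose screen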;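 note: plate controls were DMSO wells with enzyme plus substrate for no effect and substrate without enzyme for full effect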
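Assay system: LMPTP-A phosphatase enzyme | Input: 0.625 nM enzyme | Also added: Fluorogenic phosphatase substrate OMFP at 400 µM final | Compound dosing: One test concentration per compound, 20 µM, with 3% DMSO overall | Schedule: 50 min enzyme reaction at room temperature, protected from light | Signal: Fluorescence intensity | Benchmarks: no-enzyme and uninhibited controls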
NadD block: inhibitors of Staphylococcus aureus NadD; purified NadD enzyme, colorimetric absorbance read-out; inhibition, % at 20 µM; hit rate 0.78% among 360,000; AID 602399; in the data active = inhibition above about 26%; note: some compounds past the cut are filed as inactive
SUMO1-SIM PPI: SUMO1-SIM interaction modulation. P63165. SUMO1 binding to a labelled peptide, TR-FRET, 1 h. inhibition, % at 20 µM. hit rate 0.33% among 360,000; in the data active = inhibition above about 37%
An asterisk follows results filed as active; i = inactive; . = no result given.

SMILES	Rpn11 block	Rin1 Abl inh	STEP inh	Scp-1 inhibitor	CSN inh	DNMT1 block	Neddyl block	LMPTP inh	NadD block	SUMO1-SIM PPI
N#CC(c1ccc(Cl)cc1)N1CCOCC1 (configuration not stated)	i	1	2	-4	1	0	i	0.1	-1	-3
Cc1nnc(NC(=O)CSc2ccccn2)s1	i	0	-2	-2	-3	-3	i	0.6	1	-1
Cn1c(Cc2ccccc2)nnc1SCc1nc2ccccc2c(=O)[nH]1	i	5	0	1	7	1	i	-0.5	-1	4
O=C(CN1C(=O)COc2ccccc21)NCCN1CCOCC1	i	2	-2	-5	3	3	i	-1.5	-2	2
O=C(O)Cc1n[nH]c(=O)c2ccccc12	i	1	2	-4	1	-4	i	-1.8	-3	0
COC(=O)C1=C(C)N(Cc2ccc(C)cc2)C(=O)/C1=C\c1ccc(O)c(OC)c1	i	-5	0	-10	2	-4	i	1.2	-4	-19
O=C1C2C3c4ccccc4C(Br)(c4ccccc43)C2C(=O)N1c1ccccc1O (configuration not stated)	i	0	-1	1	2	-2	i	-0.1	4	0
O=C(Nc1ccc(S(=O)(=O)Nc2ncccn2)cc1)c1ccc(N2CCCC2=O)cc1	i	-1	0	-11	6	4	i	2.4	4	6
Cc1ccc(OCC(=O)N/N=C\c2c(C)[nH]n(-c3ccccc3)c2=O)c([N+](=O)[O-])c1	i	1	1	-1	0	-15	i	-0.2	-12	1
CCCCNC(=O)Nc1cc(C(=O)OC)ccc1Cl	i	4	3	-9	-3	-4	i	0.5	-2	5
Cc1c(Cl)cccc1NC(=S)NCCCN(C)C	i	1	2	-2	6	-2	i	-3.9	-2	3
CC(C)C(=O)NC(Nc1ccc(S(N)(=O)=O)cc1)C(Cl)(Cl)Cl (configuration not stated)	i	0	-4	-10	2	9	i	-3.3	3	-2
CC(=O)c1c(C)[nH]c(C(=O)Nc2cccc(S(=O)(=O)N(C)c3ccccc3)c2)c1C	i	4	-2	1	9	-6	i	0.3	4	5
CC1Sc2ccc(S(=O)(=O)N3CCC(C(=O)N(C)Cc4ccccc4)CC3)cc2NC1=O (configuration not stated)	i	-3	0	3	4	-7	i	0.7	-8	-2
Cc1nc2ccc(C(=O)N3c4ccccc4CC3C)cc2s1 (configuration not stated)	i	0	-1	2	-4	-1	i	0.4	-3	0
CC(/C=C1\SC(=S)N(NC(=O)c2cccc(O)c2)C1=O)=C\c1ccccc1	i	-1	-1	-16	-1	-9	i	2.1	19	18
O=C(c1ccccc1)N1CCN(C(=O)c2nn3c(C(F)(F)F)cc(-c4ccccc4)nc3c2Br)CC1	i	3	3	-10	-1	-2	i	-0.2	8	-10
O=C(/C=C/c1cn(CC(O)CN2CCCCC2)c2ccccc12)c1cccs1 (configuration not stated)	.	-7	0	-3	34	-21	i	3.3	14	-19
CCOC(=O)N1CCN(C(=O)c2ccc(CS(=O)(=O)c3c(Cl)cccc3Cl)o2)CC1	i	-3	-1	-3	-4	1	i	-2.3	-2	-3
CSc1ncc(C(=O)Nc2ccccc2Cl)c(C)n1	i	0	-3	-9	2	1	i	-3.5	-7	-3
Cc1ccccc1N=C1SCC(=O)N1Cc1ccccc1	i	2	-2	-7	-4	-5	i	1.6	-5	5
C=C(C)C1CC=C(C)/C(=N/NC(=O)c2ccc(NC(=O)c3cccc(C)c3)cc2)C1 (configuration not stated)	i	-1	1	-4	3	-3	i	1.1	7	1
COc1cccc(-n2nnc(S(=O)(=O)c3ccc(C)cc3)c2N)c1	i	0	2	-6	4	16	i	-0.2	-7	-3
NC(=O)c1nsc(C(=O)N(c2ccc(F)cc2)C(C(=O)NC2CCCC2)c2ccncc2)c1N (configuration not stated)	i	0	-2	-5	-1	-1	.	-1.2	5	-12
CNC(=O)c1cc(C(=O)c2ccc(F)cc2C(F)(F)F)c[nH]1	i	3	2	-4	-1	-2	i	-1.1	-8	-2

Other entries follow:
SMILES	Rpn11 block	Rin1 Abl inh	STEP inh	Scp-1 inhibitor	CSN inh	DNMT1 block	Neddyl block	LMPTP inh	NadD block	SUMO1-SIM PPI
O=C(COC(=O)c1cccc([N+](=O)[O-])c1)NCC1CCCO1 (configuration not stated)	i	0	0	-7	-3	-2	i	0.7	-4	-17
COc1cccc(CC(=O)OCC(=O)NCC(=O)Nc2cccc(C)c2C)c1	i	3	0	4	-1	1	i	-0.1	2	5
O=C(COC(=O)C1CC2C=CC1C2)Nc1ccc2c(c1)OC(F)(F)O2 (configuration not stated)	i	-4	0	-11	0	0	i	-0.1	-11	0
CC1(C)Cc2c(sc(NC(=O)/C=C/C(=O)O)c2C#N)CO1	i	-2	-1	0	10	2	i	-2.6	-5	1
CCOC(=O)C1CCN(C(=O)c2cc3ccccc3oc2=O)CC1	i	0	1	1	3	0	i	-0.9	-2	1
Cc1ccc(CN2C(=O)c3ccccc3NC2c2cc(Br)ccc2O)cc1 (configuration not stated)	i	-2	-2	-9	-2	8	.	4.6	2	12
O=C(Nc1c(Br)cc2c(c1Br)Cc1ccccc1-2)C(F)(F)F	i	3	1	2	2	-2	i	2.4	3	11
CCOC(=O)c1ccc(NC(=O)NC2CC3CCC(C2)N3Cc2nnnn2Cc2ccco2)cc1 (configuration not stated)	i	2	0	-4	14	-4	i	0.8	12	12
C=CCC1(CC=C)CCCN1C(=O)CC1C(=O)NCCN1Cc1cc(OC)cc(OC)c1 (configuration not stated)	i	0	12	-9	7	-7	i	-0.7	4	4
COc1ccc(CCNc2oc(Cc3cccc4ccccc34)nc2C#N)cc1OC	i	-2	0	-11	-2	-7	i	4.4	-9	3
Cc1ccc(O)c(-c2cc(C(F)(F)C(F)F)nc(-c3ccccc3)n2)c1	i	-1	2	4	4	3	i	1.9	0	-2
Cc1c(C(=O)N2CCOCC2)[nH]c2ccc(OCc3ccccc3)cc12	i	-2	1	12	1	-2	i	1.2	-5	7
CCCCCNC(=O)CN(c1ccc2c(c1)OCO2)S(C)(=O)=O	i	-2	-4	-2	3	0	i	-0.5	-3	1
CN1CCN(c2ncnc3scc(-c4ccccc4Cl)c23)CC1	i	2	-7	2	1	6	i	0.4	-2	7
CCN(CC)C(=O)Cn1cc(SCC(=O)NC)c2ccccc21	i	-2	0	5	5	-2	i	-0.3	3	0
CCCOc1ccccc1Nc1nnc(C)c(=O)[nH]1	i	0	-4	-7	-3	0	i	-0.4	7	6
O=C(COC(=O)c1ccc(Br)o1)NCC(=O)Nc1ccc(F)cc1	i	-1	-1	-5	7	-1	i	0.0	3	5
Cn1c(=O)c(=O)n(C)c2cc(S(=O)(=O)N3CCN(C4CCCCC4)CC3)ccc21	i	1	-2	-15	6	0	i	-0.8	0	-2
O=S(=O)(c1ccccc1)N(Cc1ccc(Cl)cc1)c1ccncc1	i	1	0	3	-2	1	i	-1.4	3	-2
CC(=O)N(C)c1cc([N+](=O)[O-])ccc1OCc1ccccc1	i	3	0	5	2	2	i	-0.8	-2	-18
C=CCn1c(NCc2ccc(OC)cc2)nc2ccccc21	i	0	-3	-2	-8	-6	i	1.3	3	4
N#C/C(=C\c1ccc[nH]1)C(=O)NCC1CCCO1 (configuration not stated)	i	-3	0	3	3	-1	i	0.6	-2	-25
O=C(CCc1nc2ccccc2c(=O)[nH]1)N1CCCc2ccccc21	i	0	0	16	1	1	i	2.7	5	23
CCCCn1c(N)c(S(=O)(=O)c2ccc(C)cc2)c2nc3ccccc3nc21	i	3	-3	3	39*	-27	.	5.0	8	39*
CC(C)(C)NC(=O)CSc1nnc(-c2ccncc2)n1Cc1ccccc1	i	-2	-7	0	2	1	i	-2.0	9	-3

5 entries out of the list above, sorted by the value under CSN inh, lowest first.
SMILES | CSN inh
Cc1nc2ccc(C(=O)N3c4ccccc4CC3C)cc2s1 (configuration not stated) | -4
CNC(=O)c1cc(C(=O)c2ccc(F)cc2C(F)(F)F)c[nH]1 | -1
Cc1ccc(OCC(=O)N/N=C\c2c(C)[nH]n(-c3ccccc3)c2=O)c([N+](=O)[O-])c1 | 0
O=C(CCc1nc2ccccc2c(=O)[nH]1)N1CCCc2ccccc21 | 1
COc1cccc(-n2nnc(S(=O)(=O)c3ccc(C)cc3)c2N)c1 | 4

(listing goes on)
SMILES	Rpn11 block	Rin1 Abl inh	STEP inh	Scp-1 inhibitor	CSN inh	DNMT1 block	Neddyl block	LMPTP inh	NadD block	SUMO1-SIM PPI
O=C(CCCN1C(=O)S/C(=C\C=C\c2ccccc2)C1=O)Nc1ccc(O)cc1	i	0	-2	-10	-1	-5	i	1.4	4	-9
COc1cccc(CCNC(=O)CCCC(=O)c2ccccc2)c1	i	3	-2	-1	1	0	i	-0.6	-2	-2
O=C(Nc1ccc(Cl)cn1)c1cccc(F)c1	i	-2	-12	-6	3	2	i	-1.6	-4	0
Cc1ccc(-c2nnnn2CS(=O)(=O)c2ccccc2)cc1	i	1	-3	-4	-1	9	i	-0.7	-5	5
COc1ccc(-c2nc(CS(=O)CC(=O)NC3CCC(C)CC3)c(C)o2)cc1OC (configuration not stated)	i	5	3	-5	1	-3	i	-1.4	-3	0
O=c1ccc2ccc(OCc3ccccc3)cc2o1	i	-5	-1	-6	0	-2	i	1.6	-10	-7
Nc1ccc(-n2nnnc2CN2CCOCC2)cc1	i	1	-2	-4	1	2	i	-2.7	-1	-1
O=C(NCn1cnccc1=O)c1ccccc1	i	1	-5	-5	3	3	i	-2.5	4	0
Cc1ccc(C)c(NC(=O)COC(=O)CC2c3ccccc3CCN2S(=O)(=O)c2ccc(F)cc2)c1 (configuration not stated)	i	1	0	4	-20	2	i	-0.6	-1	0
S=C(NCc1ccc(Cl)cc1)NC12CC3CC(CC(C3)C1)C2	i	-3	3	-8	9	-2	i	2.3	-2	0
Cc1ccc(C)c(NC(=O)CN2C(=O)c3ccccc3C2=O)c1	i	-4	1	4	2	2	i	-1.8	-3	-1
COc1ccccc1CCNC(=O)C(=O)NCC1OCCN1S(=O)(=O)c1ccc(C)cc1 (configuration not stated)	i	0	-3	-9	-2	-4	i	-1.7	-6	2
CCc1nnc(NC(=O)Cn2c(=O)oc3ccccc32)s1	i	1	-2	-10	0	-1	i	-2.0	-3	-4
CC1=CNC(=O)CC(C)(C)C1	i	5	-1	.	-1	1	i	0.0	4	2

Of the compounds above, these contain a furan ring, fused or not.
SMILES	Rpn11 block	Rin1 Abl inh	STEP inh	Scp-1 inhibitor	CSN inh	DNMT1 block	Neddyl block	LMPTP inh	NadD block	SUMO1-SIM PPI
CCOC(=O)N1CCN(C(=O)c2ccc(CS(=O)(=O)c3c(Cl)cccc3Cl)o2)CC1	i	-3	-1	-3	-4	1	i	-2.3	-2	-3
CCOC(=O)c1ccc(NC(=O)NC2CC3CCC(C2)N3Cc2nnnn2Cc2ccco2)cc1 (configuration not stated)	i	2	0	-4	14	-4	i	0.8	12	12
O=C(COC(=O)c1ccc(Br)o1)NCC(=O)Nc1ccc(F)cc1	i	-1	-1	-5	7	-1	i	0.0	3	5
